Source: PubChem (Johns Hopkins Ion Channel Center)
CHT inh = inhibitors of human choline transporter CHT; Q9GZV3; CHT-expressing cells, membrane potential dye, choline response; stronger effect = lower value; B-score at 10 µM; actives 0.86% (n = 310,000); AID 488975;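 active = B-score over 3 SD under the library average, and starting fluorescence ratio not unusually high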;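 note: choline stimulus applied at its EC90 after an EC20 pre-addition; B-score computed on integrated fluorescence ratio after choline addition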
KCNQ2 inh = KCNQ2 channel blockers in CHO-K1 cells – cell-based, FluxOR thallium flux, B-score, primary screen (AID 2156); B-score at 10 µM; actives 1.1% (n = 310,000); 20 min; stronger effect = lower value; O88943;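 active = fluorescence ratio B-score at most minus 3 library SDs, with starting brightness B-score within 2 library SDs, cut at about -5.5 in these data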
Target sequence (O88943 whole entry, looked up): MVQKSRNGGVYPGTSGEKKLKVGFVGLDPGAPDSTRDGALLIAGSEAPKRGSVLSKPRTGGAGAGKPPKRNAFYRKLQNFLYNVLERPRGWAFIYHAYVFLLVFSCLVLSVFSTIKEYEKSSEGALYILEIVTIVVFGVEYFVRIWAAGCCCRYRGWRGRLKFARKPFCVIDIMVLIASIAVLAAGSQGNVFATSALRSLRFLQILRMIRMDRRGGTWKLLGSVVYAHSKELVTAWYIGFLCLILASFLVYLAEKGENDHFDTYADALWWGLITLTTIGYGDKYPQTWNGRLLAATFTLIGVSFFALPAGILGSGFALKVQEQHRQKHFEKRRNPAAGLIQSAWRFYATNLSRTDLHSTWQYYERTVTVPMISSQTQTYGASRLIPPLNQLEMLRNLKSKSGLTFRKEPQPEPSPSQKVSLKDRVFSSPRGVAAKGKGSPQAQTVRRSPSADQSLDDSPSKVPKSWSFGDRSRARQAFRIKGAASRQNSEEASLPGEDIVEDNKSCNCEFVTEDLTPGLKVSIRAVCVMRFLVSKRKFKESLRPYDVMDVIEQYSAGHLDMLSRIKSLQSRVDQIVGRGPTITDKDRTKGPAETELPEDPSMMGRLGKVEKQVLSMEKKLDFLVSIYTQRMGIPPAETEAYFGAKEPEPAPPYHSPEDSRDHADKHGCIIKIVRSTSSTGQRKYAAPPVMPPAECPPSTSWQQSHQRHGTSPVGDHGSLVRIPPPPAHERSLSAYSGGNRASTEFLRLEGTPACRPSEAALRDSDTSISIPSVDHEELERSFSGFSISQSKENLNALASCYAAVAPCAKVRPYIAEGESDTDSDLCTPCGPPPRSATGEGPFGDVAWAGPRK
Numbers without * were called inactive; i = inactive; · = not tested or not shown.

SMILES	CHT inh	KCNQ2 inh
Cc1cccc(CSc2nc3c(cc2C#N)CCC3)c1	i	i
CCc1nnc(NC(=O)c2cc(-c3ccccn3)nc3ccc(Br)cc23)s1	i	i
CN(/C=C/C(=O)C(F)(F)F)Cc1ccccc1	i	i
Cc1ccc(Cn2c(=O)c3ccccc3n3nc(C)cc23)cc1	i	i
CC(C)(O)C#Cc1ccc(C(=O)N2CCCC(CCC(=O)NCc3ccccc3F)C2)cc1 (stereo not given)	i	i
CC(=O)Nc1ccc(S(=O)(=O)N2CCc3c(Cl)cccc3C2)cc1	i	i
S=C(Nc1ccc2cn[nH]c2c1)Nc1ccccc1Cl	i	i
O=C(NC1CCCCC1)c1sc(=S)n2c1[nH]c(=O)c1ccccc12	i	i
CC(=O)Nc1cccc(NC(=O)CSc2nccn2Cc2ccc(F)cc2)c1	i	i
CSCCC1NC(=O)N(C(C)C(=O)Nc2cc(Cl)cc(Cl)c2)C1=O (stereo not given)	i	i
COCCn1cnc2c(c1=O)c1nc3ccccc3nc1n2/N=C/c1ccco1	i	i
CC(=O)Nc1ccc(NC(=O)CCc2nc3sc4c(c3c(=O)[nH]2)CCCC4)cc1	i	i
CCOC(=O)c1nn(-c2ccccc2)c2nc(Nc3ccccc3)cc(=O)n12	i	i
Brc1cc(Cc2nnc(-c3ccccc3)o2)c(Br)s1	i	i
O=C1Nc2ccc(S(=O)(=O)N(CCO)CCO)c3cccc1c23	i	i
Cc1nc(N2CCN(C(=O)c3cccs3)CC2)c2c3c(sc2n1)CCCC3	i	i
Clc1ccc(C(c2ccccc2)N2CCN(c3ccccn3)CC2)cc1 (stereo not given)	i	i
OC(CN1CCN(c2ncc(C(F)(F)F)cc2Cl)CC1)c1ccccc1 (stereo not given)	i	i
O=C(O)CCCC(=O)N1CCN(C(c2ccccc2)c2ccccc2)CC1	i	i
Cc1ccc(F)cc1NC(=O)Cc1nn(C)c(=O)c2ccccc12	i	i
NC(=O)c1ccc(Oc2ccc(-c3nnco3)cc2)c([N+](=O)[O-])c1	i	i
CSCCC(C(=O)O)N1C(=O)c2ccc(C(=O)O)cc2C1=O (stereo not given)	i	i
CN(C)c1ccc(NC(=O)CN2CCN(CC(=O)Nc3ccc(F)cc3)CC2)cc1	i	i
CC(C)CC(NC(N)=O)C(=O)Nc1cccc([N+](=O)[O-])c1 (stereo not given)	i	i
Cc1c(CCOC(=O)C23CC4(C)CC(C)(CC(C)(C4)C2)C3)sc[n+]1CC(=O)c1ccccc1	i	i
CC(C)(C)c1ccc(NC(=O)COC(=O)c2ccc(NS(=O)(=O)c3ccc(F)c(F)c3)cc2)cc1	i	i
COc1cccc(NS(=O)(=O)c2cc3c4c(c2)CCC(=O)N4CCC3)c1	i	i
Cc1nc(CN2CCN(Cc3nc(C(c4ccccc4)c4ccccc4)no3)CC2)cs1	i	i
COC(=O)c1sccc1NC(=O)Nc1ccccc1C	i	i
CC(C)n1c(CN2CCN(C(=O)c3ccco3)CC2)nc2c1c(=O)n(C)c(=O)n2C	i	i
COc1cccc(-c2nn[nH]n2)c1O	i	i
COc1ccc(S(=O)(=O)N(CC(=O)NC2CC2)C2CCCCC2)cc1Cl	i	i
COc1ccc(C2C(C#N)=C(N)Nc3onc(C(C)(C)C)c32)c(OC)c1 (stereo not given)	i	i
COC(=O)C1(S(=O)(=O)c2cc(Br)cc3c2N(C(C)=O)CC3)CC1	i	i
O=C(CN1CCN(c2ccc(O)cc2)CC1)NC(c1ccccc1)c1ccccc1	i	i
COc1ccc(N2CCN(CC(=O)Nc3ccc(C)c(C)c3)CC2)cc1	i	i
O=C([C@H](Cc1ccc(O)cc1)n1cc(CCO)nn1)N1CCNCC1	i	i
COc1ccc(N2CC(C(=O)Nc3cccnc3)CC2=O)cc1 (stereo not given)	i	i
CCOc1ccc(-c2cc(C(=O)N3CCN(c4ccccn4)CC3)c3ccccc3n2)cc1	i	i
Oc1ccc(N=Nc2cccc(Cl)c2)cc1C=Nc1ccc(N2CCOCC2)cc1	·	i
CC(=O)c1cc(C(=O)N2CCc3c([nH]c4ccccc34)C2CC(C)C)[nH]n1 (stereo not given)	i	i
CCCN(CC(=O)Nc1ccccc1OC)C(=O)CCNC(=O)c1ccccc1OC	i	i
Cc1ccccc1-n1nnnc1SCc1cc(=O)n2ccsc2n1	i	i
CCCCCCCC(=O)Oc1ccc(C(=O)Nc2cc(C)on2)cc1	i	i
CCOc1ccc(C2C3=C(CC(C)(C)CC3=O)N(CC(=O)O)C3=C2C(=O)CC(C)(C)C3)cc1OCC	i	i
CC/C(=N/NC(=O)CCC(=O)Nc1ccccc1OC)c1ccccc1	i	i
O=C(NCC1CCN(c2ccc(S(=O)(=O)N3CCOCC3)cc2)CC1)c1cccc(Cl)c1	i	i
COc1ccccc1CNC(=O)c1nn(-c2ccc(C)cc2)c(=O)c2c1c1ccccc1n2C	i	i
Cc1ccc(C(=O)CSc2nnc(CNc3ccc(C)cc3C)n2Cc2ccco2)cc1	i	i
CCOC(=O)CSc1nc2ccsc2c(=O)n1C1CCN(C(=O)OCC)CC1	i	i
COc1ccc(-c2c(-c3ccc(OCC(=O)NN)cc3O)n[nH]c2C(F)(F)F)cc1	i	i
CCOc1cc(/C=C(/NC(C)=O)C(=O)O)cc(Cl)c1OCc1ccc(Br)cc1	i	i
CC1=NN(c2ccc(C)c(C)c2)C(=O)/C1=C/c1ccc2c(c1)n(C)c(=O)n2C	i	i
Cc1c(Cl)ccc2sc(NC(=O)CN3C(=O)c4ccccc4C3=O)nc12	i	i
COc1ccc(NC(=O)CSc2nnc(C3CCCCC3)n2N)c(OC)c1	i	i
O=C(O)C1Nc2c(Cl)cc(Cl)c(Cl)c2C2C=CCC12 (stereo not given)	i	i
O=C(CSc1n[nH]c(-c2ccccc2)n1)NC(=O)NCc1ccco1	i	i
CCN(CC)C(=O)Cn1c(=O)n(CCCC(=O)NCc2ccccc2)c(=O)c2sccc21	i	i
COc1ccc(-n2c(Cc3cccn3C)nnc2SCC(=O)Nc2ccc(F)cc2)cc1	i	i
CC(=O)Nc1c(I)c(C(=O)N[C@H]2C(O)O[C@H](CO)[C@@H](O)[C@@H]2O)c(I)c(N(C)C(C)=O)c1I (stereo not given in full)	i	·

6 structures from above, ordered by length of the SMILES, smallest number first.
SMILES	CHT inh	KCNQ2 inh
CC/C(=N/NC(=O)CCC(=O)Nc1ccccc1OC)c1ccccc1	i	i
O=C(CSc1n[nH]c(-c2ccccc2)n1)NC(=O)NCc1ccco1	i	i
CCOC(=O)CSc1nc2ccsc2c(=O)n1C1CCN(C(=O)OCC)CC1	i	i
Cc1c(Cl)ccc2sc(NC(=O)CN3C(=O)c4ccccc4C3=O)nc12	i	i
Cc1ccc(C(=O)CSc2nnc(CNc3ccc(C)cc3C)n2Cc2ccco2)cc1	i	i
O=C(NCC1CCN(c2ccc(S(=O)(=O)N3CCOCC3)cc2)CC1)c1cccc(Cl)c1	i	i

Further records
SMILES	CHT inh	KCNQ2 inh
CC1=NNC(=O)C1Cc1c(Cl)cccc1Cl (stereo not given)	i	i
C(=C\n1nnc2ccccc21)/c1ccc[nH]1	i	i
Cc1ccc(NC(=O)c2ccccc2N(C)S(=O)(=O)c2ccccc2)c(C)c1	i	-8.4*
CC(C)[C@H](NC(=O)C1CCC(CNC(=O)[C@@H]2CCCN2C(=O)OC(C)(C)C)CC1)C(=O)O (stereo not given in full)	·	i
CCOC(=O)C1(CCOC)CCN(C(=O)Cc2ccsc2)CC1	i	i
Cc1ccc2nc(SCC(=O)Nc3ccc(C(N)=O)cc3)[nH]c2c1	i	i
COC(=O)/C(=C(O)\C=C\c1ccccc1[N+](=O)[O-])c1nc2ccccc2[nH]1	i	i
CCC(=O)Nc1cc(Cl)ccc1N1CCN(C(=O)CC)CC1	-8.1*	i
Cc1ccc(NC(=O)NCC2CCN(Cc3cccc(Cl)c3)CC2)cc1Cl	i	i
COC(=O)Sc1nc(N2CCOCC2)c2c(c1C#N)CC(C)(C)OC2	i	i
Oc1c(-c2cc(-c3ccco3)[nH]n2)ccc2ccccc12	i	i
CCn1c(SCC(=O)NCc2ccco2)nnc1-c1c[nH]c2ccccc12	i	i
COc1ccccc1/C=C/C(=O)OCc1nc2ccccc2c(=O)[nH]1	i	i
COc1ccc(CCN2CC34C=CC(O3)C(C(=O)NCc3ccccc3Cl)C4C2=O)cc1OC (stereo not given)	i	i
CCCCCCCCCCC(=O)NNC(=O)c1c(O)c2ccccc2n(CC)c1=O	i	i

Whole records as entered above.
CCn1c(SCC(=O)NCc2ccco2)nnc1-c1c[nH]c2ccccc12 across the screens: CHT inh: i; KCNQ2 inh: i
CCC(=O)Nc1cc(Cl)ccc1N1CCN(C(=O)CC)CC1 across the screens: CHT inh: -8.1*; KCNQ2 inh: i
CCCCCCCCCCC(=O)NNC(=O)c1c(O)c2ccccc2n(CC)c1=O across the screens: CHT inh: i; KCNQ2 inh: i

Later entries.
SMILES	CHT inh	KCNQ2 inh
COC(=O)c1ccc(CSc2nnc(C)n2N)o1	i	i
COc1ccc(C2=NOC(Cn3nc(C(=O)NCc4ccc(C)cc4)cc3-c3ccccc3)C2)cc1 (stereo not given)	i	i
CCN(C(=O)Cn1c(=O)oc2cc(S(=O)(=O)N3CCOCC3)ccc21)c1ccccc1	i	i
CCCOc1ncnc2c1[nH]c1ccc(C)cc12	i	i
Cc1ccc(-c2csc(N(CCCN3CCOCC3)C(=O)c3ccco3)n2)cc1	i	i
CCOc1ccc(NC(=O)CN(C)C(=O)c2c(C)noc2C)cc1OCC	i	i
CCOC(=O)CNc1nc(Cl)nc(Nc2ccc(C)cc2)n1	i	i
CCc1nnc(NC(=O)Cn2nnc(-c3ccccc3F)n2)s1	i	i
COC(=O)CSc1nc2c(c(-c3ccco3)c1C#N)CCCC2	i	i
CCS(=O)(=O)c1nc(S(=O)(=O)c2ccc(C)cc2)c(NCc2ccccn2)s1	i	i
CCCN(CC(=O)Nc1c(C)cccc1CC)C(=O)SCC	i	i
COCc1c(C(N)=O)nnn1-c1nonc1N	i	i
Cc1cc(NC(=O)c2ccc(Cl)cc2)no1	i	i
Cc1csc2ncc(C(=O)N(Cc3ccccc3)c3ccccn3)c(=O)n12	i	i
Cc1ccc(N(C(=O)CNC(=O)c2ccco2)C(C(=O)NC2CCCC2)c2cccnc2)cc1 (stereo not given)	i	i
c1ccc(-c2nc3ccccn3c2-c2ccccc2)cc1	i	i
O=C(CSc1nnc(-c2ccc(F)cc2)c2ccccc12)Nc1cccc(Cl)c1	i	i
Cn1c(NN)nc2sc3c(c2c1=O)CC(C)(C)OC3	i	i
O=c1cc(/C=C/c2c(F)cccc2Cl)[nH]c2ccccc12	i	i
Cc1ccc(S(=O)(=O)C(c2ccccc2)c2c(C)noc2C)cc1 (stereo not given)	i	i
Cc1ccc(/C=C2\SC(=S)N(CCCC(=O)N3CCOCC3)C2=O)cc1	i	i
COc1ccccc1NC(=O)CN1CCN(c2ccc(Cl)cc2)CC1	i	i
CN1C(=O)c2ccc(C(=O)Nc3ccc(Br)cn3)cc2C1=O	i	i
CC1CC(C)CN(C(=O)CSc2nc3ccsc3c(=O)n2Cc2ccccn2)C1 (stereo not given)	i	i
O=C(NC(=S)N1CCCCC1)c1cccnc1	i	i
Cc1cc(C(=O)Nc2ccc(S(=O)(=O)Nc3onc(C)c3C)cc2)cs1	i	i
Cc1ccc2cc(C#N)c(SCC(=O)N3CCCc4ccccc43)nc2c1	i	i
COCc1cc(C)nc(N)c1C#N	i	i
Cc1ccc(OC(C)C(=O)N=Nc2c(O)[nH]c3ccc([N+](=O)[O-])cc23)cc1 (stereo not given)	i	i
O=C(NCCCc1ccccc1)c1cncc(Br)c1	i	i
COC(=O)N1C(=O)[C@@](c2ccccc2)(C(C)C)N1C(=O)OC	i	i
CCN1C(=O)N(CC)C2C1N(CO)C(=O)N2CO (stereo not given)	i	i
CCOc1ccccc1-c1nnc(SCC(=O)NC2CC2)n1CC	i	i
CSc1ccc(C2CC(=O)Nc3nc(SC)[nH]c(=O)c32)cc1 (stereo not given)	i	i
CSc1ccc(/C=N/NC(=O)CN2CCN(Cc3ccccc3Cl)CC2)cc1	i	i
O=C(NNC1=NCCC1)c1cccc(S(=O)(=O)N2CCCCC2)c1	i	i
Cc1cc(C(=O)N2CCCC(N3CCN(c4cccc(C(F)(F)F)c4)CC3)C2)c(C)o1 (stereo not given)	i	i
O=C(NCc1cccnc1)c1ccc(CS(=O)(=O)c2ccc(Br)cc2)o1	i	i
Fc1ccc(C2c3cccn3CCN2C(=S)Nc2cccc(Br)c2)cc1 (stereo not given)	i	i
CN(C)CCN(Cc1ccco1)C(=O)c1oc2ccccc2c1NC(=O)COc1ccccc1	i	i
COc1ccc(C(c2nnnn2C2CCCC2)N2CCC(C(N)=O)CC2)c(OC)c1 (stereo not given)	·	i
O=C(NCN1C(=O)C2C3C=CC(C3)C2C1=O)OC1CCCCC1 (stereo not given)	i	i
CCNC(=O)CC1C(=O)N(c2ccc(C)cc2)C(=O)N1Cc1ccccn1 (stereo not given)	i	i
CC1CCCCN1S(=O)(=O)c1ccc(S(=O)(=O)N2CCN(c3ccccc3)CC2)cc1 (stereo not given)	i	i
CN(C)/C=N/c1[nH]ncc1C#N	i	i
COc1ccc(-c2ccc(=O)n(Cc3cccc(Cl)c3)n2)cc1	i	i
Cn1c(SCc2ccccc2)nnc1-c1ccco1	i	i
Cc1ccc(NC(=O)c2cccc(S(=O)(=O)N(C)C3CCCCC3)c2)nc1	i	i
O=C1NCCN1CCNS(=O)(=O)c1ccc2ccccc2c1	i	i
COc1ccc(S(=O)(=O)N2CCCCCC2)cc1C(=O)N(C)CC(=O)Nc1cc(C)ccc1C	i	i
Cc1c(Br)c([N+](=O)[O-])nn1CC(=O)NCc1ccccc1	i	i

Compounds as they come; overall some 1.9% were active at least once.
